# Screening data deposited in PubChem BioAssay by National Center for Advancing Translational Sciences (NCATS).
# BRCA1 expr up = activators of BRCA1 expression; MCF7-BRCA1-FFLuc reporter, luminescence, 48 h; response scale: scaled: vehicle 0%, 10 µM genistein 100%; Potency, µM (doses to about 46.1 µM), for the others: at the top dose activation, hits mostly activators; 380,000 compounds, 1.1% hits; AID 624202; active = well fitted activation curve with a large enough effect; inconclusive = small, poorly fitted or top-dose-only effect; inactive = no such curve, though single readings can be large or run the other way; also: nearly all actives have a fitted effect of over 80% in size; some results filed as inactive show a strong effect at the top dose
#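 Luminescence from a BRCA1-driven firefly luciferase in MCF7 cells was read after 48 h compound exposure at 37 C. Data normalized against DMSO and a 10microM genistein activation control, then curve-fitted across the titration.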
# * hit, by the source's call; u = inconclusive. Potency is read from the fitted curve at half-maximal effect. Some of the compounds tested, so the mix of outcomes need not match the whole.
No.	compound	BRCA1 expr up
1	C=C1C=C(C(F)F)n2ncc(C(=O)NCc3ccccc3OC)c2N1	-4%
2	COc1ccccc1CNC(=O)C(NS(=O)(=O)c1cccs1)C(C)C (configuration not stated)	0%
3	O=[N+]([O-])c1cccc(S(=O)(=O)N2CCN(c3nc(-c4ccccc4)nc4ccccc34)CC2)c1	12%
4	CCCCCCN(CCCCCC)c1ccc(/C=C/c2ccnc3ccccc23)cc1	7%
5	Cc1ccc(CN(C(=O)c2ccccc2F)c2ccccn2)o1	14%
6	CC(=O)c1ccc(NC(=O)C(C)n2nc(-c3ccccc3)ccc2=O)cc1 (configuration not stated)	22%
7	O=C(Nc1cccc(C(F)(F)F)c1)C1Cc2c(-c3cccc(F)c3)ccnc2O1 (configuration not stated)	-28%
8	CN(C)CCNc1ncnc2c1ncn2[C@H]1CN(Cc2ccco2)C[C@@H](CO)O1	11%
9	Cc1c(C2(c3cc(C(C)C)c(O)c(Br)c3C)OS(=O)(=O)c3ccccc32)cc(C(C)C)c(O)c1Br	5%
10	CC(=O)N1CCc2c(sc3c2c(=O)n(-c2ccc(F)cc2)c(=O)n3Cc2cc(C)ccc2C)C1	-5%
11	Cc1cc(C)cc(NC(=O)Cn2c(=O)c3ccccc3n3nncc23)c1	7%
12	COc1ccc(-c2cc(C(F)(F)F)nc(SCC(=O)N3CCCCC3)n2)cc1OC	7%
13	COc1ccc(-c2cnc(C)o2)cc1S(=O)(=O)Nc1ccc(C)c(F)c1	-31%
14	CN(C)c1ccc(-c2csc(C(C)(O)c3ccccc3)n2)cc1 (configuration not stated)	u
15	CC(O)(c1ccc(F)c(F)c1)c1nc(-c2ccc(S(C)(=O)=O)cc2)cs1 (configuration not stated)	-26%

# Overlap with the part before: 2 compounds; new compounds follow.
No.	compound	BRCA1 expr up
14	CN(C)c1ccc(-c2csc(C(C)(O)c3ccccc3)n2)cc1 (configuration not stated)	u
15	CC(O)(c1ccc(F)c(F)c1)c1nc(-c2ccc(S(C)(=O)=O)cc2)cs1 (configuration not stated)	-26%
16	Fc1cccc(-c2nnn3c2nc(NCc2ccc4c(c2)OCO4)c2ccccc23)c1	0%
17	CCn1c(=O)cc(OCC(=O)Nc2cc(Cl)c(OC)cc2OC)c2ccccc21	-6%
18	CC(C)CNC(=O)C1(C)CCCCCN1C(=O)c1csnn1 (configuration not stated)	2%
19	CC1(C(=O)Nc2ccc3c(c2)OCCO3)CCN1Cc1ccccc1OC(F)F (configuration not stated)	0%
20	Cc1[nH]c2ccccc2c1C1(O)C(=O)N(Cc2ccccc2)c2ccc(Br)cc21 (configuration not stated)	-47%
21	COc1ccc(C(C)(O)c2nc(-c3ccccc3C)cs2)cc1 (configuration not stated)	-43%
22	COc1cc(Cn2c3ccc(NC(=O)CCc4cccnc4)cc3c(=O)n2C)ccc1F	-6%
23	C[C@@H](c1ccccc1)N1C[C@H](COCc2ccccc2)Oc2cc(N3CC[C@H](O)C3)ccc2S1(=O)=O	-43%
24	CCOC(=O)C1(C)CCCCCN1C(=O)c1ccc(OC)c(C(F)(F)F)c1 (configuration not stated)	-14%
25	Cc1ccccc1N1CC(c2nc3ccccc3n2CCC2CCCCC2)CC1=O (configuration not stated)	0%
26	FC(F)(F)c1ccccc1Cc1c(-c2cccc(Cl)c2)nc2ccc(Br)cn12	21%
27	COc1ccc(OC)c(C2NC(=O)NC(C)=C2C(=O)Nc2cc(C)cc(C)c2)c1 (configuration not stated)	0%
28	CC(=O)Nc1ccc(CN(C)c2c(C)nc3ccc(C(=O)NCCCN4CCCC4=O)cn23)cc1	3%
29	O=C(Nc1ccc(F)cc1F)c1cnn(-c2ccc(F)cc2)c1-n1cccc1	-13%
30	Cc1ccc(CN(Cc2cc3cc(C)ccc3[nH]c2=O)Cc2nnnn2Cc2ccccc2)cc1	11%
31	CC(=O)N1CCc2c(sc3c2c(=O)n(CCc2ccccc2)c(=O)n3CC(=O)Nc2ccccc2F)C1	-29%
32	Cc1csc(-c2cc(C(=O)NCc3ccc(F)cc3)n[nH]2)c1	26%
33	CCOc1ccc(CCN2C(=S)N([C@@H](CC(C)C)CN3CCC[C@@H]3CN3C(=S)NC[C@@H]3Cc3ccc(O)cc3)C[C@@H]2Cc2ccc(O)cc2)cc1	-31%
34	CC(C)C[C@@H](COCc1ccc([N+](=O)[O-])cc1)N1CCN(C(=O)c2ccc(C(F)(F)F)cc2)CCC1=O	-26%
35	O=C(NCc1ccncc1)[C@@H]1CCCN1C(=O)[C@H]1CCCN1C(=O)c1ccccc1	1%
36	OC[C@@H]1CN(Cc2ccc(Cl)cc2)C[C@H](n2cnc3c(NCc4ccc(F)cc4)ncnc32)O1	-48%
37	COC(=O)c1ccc(NC(=O)N2CCN(Cc3cc(=O)n4nc(-c5ccc(C)cc5)sc4n3)CC2)cc1	0%
38	OC(c1ccccc1)(c1nc(-c2ccc3ccccc3c2)cs1)C(F)(F)F (configuration not stated)	-18%
39	COc1ccc(C(=O)N2CCC(c3c[nH]c4ccccc34)(c3c[nH]c4ccccc34)CC2)cc1	-19%
40	CC(C)(C)OC(=O)N1CCC(NC(=O)c2[nH]c(C(F)(F)F)nc2-c2ccccc2)CC1	1%
41	COc1cccc(NC(=O)Nc2ccc3snnc3c2)c1	22%
42	CC1(C(=O)NS(=O)(=O)C2CC2)CCCN(C(=O)Cc2ccc(F)cc2)C1 (configuration not stated)	5%
43	C[C@H](NC(=O)[C@@H]1CCCN1C(=O)[C@@H]1CCCN1C(=O)c1cccc2ccccc12)c1ccccc1	-8%
44	CCCCN(C)C(=O)c1ccc(Nc2nc(C(N)COCc3ccccc3)cs2)nc1 (configuration not stated)	-37%
45	COCCCNC(=O)[C@H](Cc1ccccc1)NC(=O)CC[C@H]1O[C@@H](n2ccc(=O)[nH]c2=O)[C@H](O)[C@@H]1O	9%
46	CN1C(=O)C2(SCC(=O)N2c2ccc(F)cc2)c2ccccc21 (configuration not stated)	-5%
47	Cc1ccc(NC(=O)Cn2cnc3onc(-c4ccc(F)cc4)c3c2=O)c(Cl)c1	-11%
48	CCOC(=O)C1=CCN(S(=O)(=O)c2ccc(F)cc2)C1c1cccc(C)c1 (configuration not stated)	-11%
49	COc1ccc(CCNc2nc3c(-c4cccc(C(F)(F)F)c4)nnn3c3ccccc23)cc1OC	-7%
50	COC(=O)c1ccc2nc(-c3cccc(Br)c3)c(Cc3cccc(F)c3)n2c1	13%
51	COc1cc(CNc2ncnc3c2ncn3[C@H]2CN(Cc3ccccc3)C[C@@H](COC(C)=O)O2)cc(OC)c1OC	0%
52	CCCc1c(-c2ccccc2)ncn1Cc1ccccc1OC	-18%
53	COc1ccc(CNC(=O)CN(c2cc(C(F)(F)F)ccc2Cl)S(C)(=O)=O)cc1	14%
54	COc1ccc(CCNC(=O)Nc2ccc3c(c2)c(=O)n(C)n3CC=C(C)C)cc1OC	3%
55	COc1ccccc1NC(=O)C1=C(C)Nc2nc3ccccc3n2C1c1cccc(OC)c1OC (configuration not stated)	15%
56	COc1ccc(-c2cc(C(=O)O)n(Cc3ccccc3)n2)cc1	7%
57	CCc1ccc(-n2c(=O)c3c4c(sc3n(CC(=O)NCCCOC)c2=O)CCCC4)cc1	0%
58	CC(=O)Nc1ccc(CN2C(=O)C(Cc3ccccc3)ON=C2c2cccc(F)c2)cc1 (configuration not stated)	-2%
59	CCc1nc2c(OCC(=O)c3ccc(F)cc3)cccn2c1N(C)C(=O)c1ccccc1F	-4%
60	CC(=O)N1Cc2cc(C(=O)NCC(F)(F)F)nc(-c3cccc(-c4cc5ccccc5o4)c3)c2[C@H]1CCO	14%
61	CCc1ccc(NC(=O)C(CC)n2c(=O)c(C(F)(F)F)nc3ccccc32)cc1 (configuration not stated)	26%
62	COC(=O)Cn1c(C(=O)N2CCCC2)cc2c1C[C@H]1CN(C(=O)c3ccccc3)[C@@](Cc3ccc(OC)cc3)(C(=O)OC)[C@@H]21	5%
63	CCc1nc2c(OCc3ccc(C#N)cc3)cccn2c1N(C)C(=O)c1ccco1	6%
64	O=c1n(Cc2ccccc2)nc2n1-c1ccccc1OC2	97%
65	CCCC[C@@H]1CC2=C(C(=O)OC(C)(C)O2)[C@@H](c2ccc(F)cc2)O1	-3%
66	CCCCNC(=O)c1c(N)[nH]c(C(=O)c2ccccc2)c1-c1ccccn1	-27%
67	CCOC(=O)C1=CCN(S(=O)(=O)c2ccccc2Cl)C1c1cccc(C)c1 (configuration not stated)	-19%
68	Cc1ccc(C(O)c2ncc(-c3cccc4ccccc34)[nH]2)cc1F (configuration not stated)	-33%
69	CCCCC[C@H]1CCCCC[C@H](O)C[C@H](O)[C@@H](O)/C=C/C(=O)O1	-9%
70	COc1ccc(Nc2cc(C)c3cc(NC(=O)COc4cccc(C)c4)ccc3n2)cc1	-32%
71	CCOc1ccc(CCN2C(=S)N([C@@H](Cc3ccc(O)cc3)CN3CCC[C@@H]3CN3C(=S)NC[C@@H]3Cc3ccc(O)cc3)C[C@@H]2Cc2ccc(O)cc2)cc1	-57%
72	CCC(=O)N1CCc2cc(S(=O)(=O)CCC(=O)NCc3ccccc3Cl)ccc21	-6%
73	CCOC(=O)c1c(C)[nH]c(C)c1S(=O)(=O)N1CCC(C(=O)NCc2ccc(F)cc2)CC1	22%
74	COCCN(Cc1ccc(OC)cc1)c1c(C)nc2ccc(C(=O)NCCc3c[nH]c4ccccc34)cn12	-31%
75	CC1(C(=O)Nc2cccc3c2CCCC3)CCN1C(=O)Cc1ccccc1Cl (configuration not stated)	-7%

# A few values from above.
# BRCA1 expr up, compound 65 stands at -3%
# BRCA1 expr up, compound 66 stands at -27%

# (further entries)
No.	compound	BRCA1 expr up
76	Cn1cc(-c2coc3c(C(=O)NCc4cccc(Cl)c4)cccc23)cn1	4%
77	CC(=O)Nc1cc(-c2ccccc2)cn2c(-c3ccc(F)c(Cl)c3)cnc12	-13%
78	CC(=NNC1=NCCN1)c1cn(C2=NCCN2)nc1C	1%
79	Cc1cc2oc(=O)cc(CN(Cc3ccccc3)Cc3ccccc3)c2cc1Cl	-14%
80	CCCCC(=O)OCc1cc(=O)n2nc(C3CC3)sc2n1	13%
81	Cc1cccc(CNC(=O)c2sc(=O)n(Cc3ccc(S(C)(=O)=O)cc3)c2C)c1	5%
82	CCOc1ccc(-n2nc3ccc(NC(=O)c4ccc(C)cc4C)cc3n2)cc1	-3%
83	CC1(Cc2cc(Cl)ccc2C(F)(F)F)C(=O)Nc2c(Cl)cccc21 (configuration not stated)	-19%
84	CCn1cc(C(=O)NCc2ccccc2Cl)c(=O)c2cc(S(=O)(=O)N3CCOCC3)ccc21	2%
85	O=C(NCc1ccc(Cl)nc1)c1ccc2sc([C@@H]3O[C@H](CO)[C@H](O)[C@H](O)[C@H]3O)nc2c1	-3%
86	COc1ccc(S(=O)(=O)NC(=O)C2(C)CCN2C(=O)Cc2ccc(C(C)(C)C)cc2)cc1 (configuration not stated)	3%
87	CCOc1ccc(-c2cc(C(=O)Nc3ccc(F)cc3)[nH]n2)c(C)c1	u
88	O=C(c1cc2c(=O)oc3ccccc3c2s1)N1CCN(c2cccc(Cl)c2)CC1	-5%

# Structural class: the entries above with an NH in an aromatic ring (11)
No.	compound	BRCA1 expr up
20	Cc1[nH]c2ccccc2c1C1(O)C(=O)N(Cc2ccccc2)c2ccc(Br)cc21 (configuration not stated)	-47%
30	Cc1ccc(CN(Cc2cc3cc(C)ccc3[nH]c2=O)Cc2nnnn2Cc2ccccc2)cc1	11%
32	Cc1csc(-c2cc(C(=O)NCc3ccc(F)cc3)n[nH]2)c1	26%
39	COc1ccc(C(=O)N2CCC(c3c[nH]c4ccccc34)(c3c[nH]c4ccccc34)CC2)cc1	-19%
40	CC(C)(C)OC(=O)N1CCC(NC(=O)c2[nH]c(C(F)(F)F)nc2-c2ccccc2)CC1	1%
45	COCCCNC(=O)[C@H](Cc1ccccc1)NC(=O)CC[C@H]1O[C@@H](n2ccc(=O)[nH]c2=O)[C@H](O)[C@@H]1O	9%
66	CCCCNC(=O)c1c(N)[nH]c(C(=O)c2ccccc2)c1-c1ccccn1	-27%
68	Cc1ccc(C(O)c2ncc(-c3cccc4ccccc34)[nH]2)cc1F (configuration not stated)	-33%
73	CCOC(=O)c1c(C)[nH]c(C)c1S(=O)(=O)N1CCC(C(=O)NCc2ccc(F)cc2)CC1	22%
74	COCCN(Cc1ccc(OC)cc1)c1c(C)nc2ccc(C(=O)NCCc3c[nH]c4ccccc34)cn12	-31%
87	CCOc1ccc(-c2cc(C(=O)Nc3ccc(F)cc3)[nH]n2)c(C)c1	u
